MITF inh: human MITF inhibition, primary screen; inhibition, % at 2.6 µM; AID 1259374; 0.91% of 650,000 active; AlphaScreen MITF homodimerization, bead proximity signal; in the data active = inhibition above about 50%;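 also: 0% = vehicle wells with protein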
Target sequence (O75030 whole entry, looked up): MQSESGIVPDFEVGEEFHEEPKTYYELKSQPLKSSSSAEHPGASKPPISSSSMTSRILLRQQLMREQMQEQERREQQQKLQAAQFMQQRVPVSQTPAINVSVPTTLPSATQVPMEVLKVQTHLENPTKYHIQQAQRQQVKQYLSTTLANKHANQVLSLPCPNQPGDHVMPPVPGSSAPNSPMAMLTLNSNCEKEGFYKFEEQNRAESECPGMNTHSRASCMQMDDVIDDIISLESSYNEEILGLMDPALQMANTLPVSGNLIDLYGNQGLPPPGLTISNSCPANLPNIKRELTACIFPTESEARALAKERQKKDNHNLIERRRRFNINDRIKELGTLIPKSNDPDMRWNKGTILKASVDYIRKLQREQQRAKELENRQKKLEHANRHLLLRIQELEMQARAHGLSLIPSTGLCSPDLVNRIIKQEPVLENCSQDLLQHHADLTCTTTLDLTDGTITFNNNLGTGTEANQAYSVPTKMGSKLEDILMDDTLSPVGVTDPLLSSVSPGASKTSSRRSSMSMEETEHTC
GPR151 ag: human GPR151 activation. 1% of 650,000 active. activation, % at 11.2 µM. Q8TDV0. PathHunter beta-arrestin GPR151 cells, luminescence. AID 1508602; in the data active = activation above about 4.9%;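 also: 0% = median of compound wells and 100% = cells with positive control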
Target sequence (Q8TDV0 whole entry, looked up): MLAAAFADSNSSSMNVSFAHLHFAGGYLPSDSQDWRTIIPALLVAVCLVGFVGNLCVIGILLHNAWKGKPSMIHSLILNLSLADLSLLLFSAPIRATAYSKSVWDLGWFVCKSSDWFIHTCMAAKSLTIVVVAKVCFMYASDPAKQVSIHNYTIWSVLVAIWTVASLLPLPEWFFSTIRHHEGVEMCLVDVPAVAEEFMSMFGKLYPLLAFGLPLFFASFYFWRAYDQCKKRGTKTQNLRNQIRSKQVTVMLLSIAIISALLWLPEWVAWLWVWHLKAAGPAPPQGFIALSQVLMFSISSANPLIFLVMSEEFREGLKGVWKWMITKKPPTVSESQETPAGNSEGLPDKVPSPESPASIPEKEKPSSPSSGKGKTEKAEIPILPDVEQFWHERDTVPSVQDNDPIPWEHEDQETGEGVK
TEAD-YAP inh: TEAD-YAP interaction inhibition. inhibition, % at 9.12 µM. HEK-TIYL cells, TEAD-Gal4/YAP UAS-luciferase luminescence. 1.4% of 640,000 active; in the data active = inhibition above about 32%;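 also: 0% = median of test compound wells and 100% = reference inhibitor wells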
FBW7 act: activators of human E3 ligase FBW7 | Q969H0 | AlphaScreen FBW7–phospho-cyclin E peptide binding, activator screen | normalized activity (activation), % at 26.1 µM | 0.13% of 650,000 active; in the data active = normalized activity above about 1.9%;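 also: purified mutant Fbw7 with reduced substrate affinity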
An asterisk follows results filed as active; / = no result given.

Start of the listing, in advance (4 entries):
Under each structure: TEAD-YAP inh, MITF inh, FBW7 act, GPR151 ag
#1 CN(CCOc1ccccc1)S(=O)(=O)c1cccc2c(S(=O)(=O)N(C)CCc3ccccc3)cccc12
    -3, 4, -0.1, 0.6
#2 NC(=O)c1ccc(NC(=O)CCC2CCCCC2)cc1
    6, 18, 0.3, 0.6
#3 CC(C)(C)n1nc2c(c1NC(=O)CCC1CCCC1)CSC2
    1, 1, 0.4, -1.0
#4 COC(=O)c1c(NC(=O)COc2ccccc2)sc(C(=O)Nc2ccccc2F)c1C
    -10, 2, 0.0, 1.2

All compounds of this part, previewed entries included:
Under each structure: TEAD-YAP inh, MITF inh, FBW7 act, GPR151 ag
#1 CN(CCOc1ccccc1)S(=O)(=O)c1cccc2c(S(=O)(=O)N(C)CCc3ccccc3)cccc12
    -3, 4, -0.1, 0.6
#2 NC(=O)c1ccc(NC(=O)CCC2CCCCC2)cc1
    6, 18, 0.3, 0.6
#3 CC(C)(C)n1nc2c(c1NC(=O)CCC1CCCC1)CSC2
    1, 1, 0.4, -1.0
#4 COC(=O)c1c(NC(=O)COc2ccccc2)sc(C(=O)Nc2ccccc2F)c1C
    -10, 2, 0.0, 1.2
#5 COc1ccc(C(=O)NCC2(c3ccccc3)CCCC2)cc1
    -3, 11, 0.2, 0.7
#6 CCOC(=O)C1CCN(c2c(N3CCC(C)CC3)c(=O)c2=O)CC1
    1, 7, 0.1, -2.1
#7 CCc1cccc(OCCCCNCCCOC)c1
    -6, 34, 0.1, 1.0
#8 Cc1ccccc1NC(=O)N1CCC(CN2CCCCC2)CC1
    3, 17, 0.1, -1.3
#9 CCCCNC(=O)CSc1nc2c(sc(=S)n2-c2cc(Cl)ccc2OC)c(=O)[nH]1
    -3, 13, 0.0, -0.7
#10 CCc1cc2c(C)cc(=O)oc2cc1OCc1ccccc1
    2, -1, -0.1, -1.4
#11 Cc1nc(NC2=NCN(Cc3ccco3)CN2)nc2ccccc12
    7, 8, 0.5, -0.2
#12 Cc1cccc(NC(=O)c2sc3nc4c(c(-c5cccs5)c3c2N)CCCC4)c1
    -6, -6, 0.0, 1.9
#13 CCN(C(=O)CCS(=O)(=O)c1ccc2c(c1)OCC(=O)N2)c1cccc(C)c1
    5, 0, -0.1, -0.1
#14 CCc1cccc(NC(=O)C(C)n2c3ccccc3c3nc(=O)cc(C)n32)c1 (stereo not drawn)
    -2, 8, 0.0, 0.2
#15 O=C(Nc1ccc(Cc2ccncc2)cc1)c1cc2ccccn2n1
    -9, 18, 1.5, -0.4
#16 CCNc1nnc(-c2ccc(OC)cc2)s1
    -14, 5, -0.2, -1.0
#17 c1ccc2c(NC3CCCC3)nc(N3CCNCC3)nc2c1
    -5, 2, 0.2, 2.5
#18 O=C(CSc1nnc(Nc2ccccc2)s1)NN1C(=O)NC2(CCCCC2)C1=O
    7, 0, 0.0, 0.7
#19 COc1ccccc1CCNC(=O)CSc1nnc2ccc(-c3ccccc3)nn12
    10, 3, -0.1, 0.2
#20 O=C(Nc1ccccc1F)OCC1CCCN2CCCCC12 (stereo not drawn)
    -7, 6, -0.1, -0.8

New compounds follow
Under each structure: TEAD-YAP inh, MITF inh, FBW7 act, GPR151 ag
#21 Cc1ccc(NC(=O)c2nn3c(C(F)(F)F)cc(-c4cccs4)nc3c2Cl)cc1C
    10, -5, -0.2, 0.7
#22 Cc1ccc(NC(=O)NNC(=O)c2ccccn2)cc1NC(=O)NNC(=O)c1ccccn1
    -65, 42, -0.1, -2.0
#23 COc1cccc(C(=O)Nc2sc3c(c2C(N)=O)CCCCCC3)c1
    -23, -4, -0.1, 6.7*
#24 O=C(NCCC1=CCCCC1)c1cc(S(=O)(=O)N2CCc3ccccc32)ccc1Sc1cccc(Cl)c1
    -17, -3, 0.4, 0.9
#25 COc1cc(C2C(C(=O)OCc3ccccc3)=C(C)NC3=C2C(=O)CC(C)(C)C3)cc(Cl)c1O (stereo not drawn)
    -6, 13, 0.3, -1.4
#26 O=C(CC1=CCCCC1)NCC1Cc2c(F)ccc(-c3ncccn3)c2O1 (stereo not drawn)
    -2, 2, -0.2, 0.3
#27 COc1nc(Cl)nc(Nc2ccccc2-c2ccccc2)n1
    11, 22, 0.4, -0.6
#28 Cc1cc(C)n2nc(Cc3nn4c(C)cc(C)nc4[n+]3C)[n+](C)c2n1
    -11, -3, -0.1, 0.0
#29 O=S(=O)(c1ccc(F)cc1F)N1CCNCC1
    8, 5, 0.0, 1.5
#30 O=C(NCc1cccs1)c1ccc2c(c1)N(Cc1ccc(F)cc1)C(=O)CS2=O (stereo not drawn)
    2, -5, -0.1, -0.6
#31 O=C(CCc1nnc(C2CCCCC2)o1)N1CCN(c2ccccc2O)CC1
    5, -3, 0.0, -1.5
#32 CCOc1ccc(N(CC(=O)N2CCC(C)CC2)S(=O)(=O)c2ccc(F)cc2)cc1
    14, 18, 0.5, -0.5
#33 CCCN1C(=O)/C(=C/c2ccc(O)cc2)SC1=S
    -13, -9, 0.8, -3.4
#34 CS(=O)(=O)c1cc(-c2ccnc(Nc3ccc(-n4cnc(N5CCCC(O)C5)n4)cc3)n2)cc(N2CCOCC2)c1 (stereo not drawn)
    14, -5, 0.2, -0.6
#35 COc1cc(/C=C2/C(=N)N3OC(C)=CC3=NC2=O)ccc1OCc1ccccc1F
    -10, 15, 0.2, -1.6
#36 COc1ccc(C2(CC(=O)NCc3ccccc3F)CC(=O)N(C3CCCC3)C2=O)cc1 (stereo not drawn)
    -3, -1, 0.2, -1.2
#37 COc1ccc([N+](=O)[O-])cc1-n1cccc1
    -6, 16, 0.0, -0.8
#38 CCOC(=O)Cn1cc(/C=C2/NC(=O)N(c3cccc(Cl)c3)C2=O)c2ccccc21
    8, -5, 0.0, -2.4
#39 CC(C)N(C(=O)N1CCC(Cn2nc(-c3ccc(F)cc3)ccc2=O)CC1)C(C)C
    -2, 13, 0.0, 1.0
#40 c1ccc(Cn2c3ccccc3c3ccccc32)cc1
    -17, 7, 0.3, 1.3

Continued.
Under each structure: TEAD-YAP inh, MITF inh, FBW7 act, GPR151 ag
#41 O=C(CSc1nnc(NC(=O)c2ccco2)s1)Nc1ccc2c(c1)OCCO2
    2, 12, 0.2, -0.1
#42 Cn1c(=O)cc(SCC(=O)Nc2ccc(F)c(Cl)c2)c2cc(Cl)ccc21
    -4, 17, 0.1, 1.2
#43 CC(C)n1c(NCCN2CCOCC2)nc2c(NCc3ccccc3)ncnc21
    -59, 12, 0.0, -0.7
#44 O=C(Cc1cccc2ccccc12)N1C[C@@H]2C[C@H]1C(=O)N2c1ccccc1Cl
    -8, 11, -0.1, -1.3
#45 Cc1cc(OCC(O)CN2C(C)CCCC2C)ccc1Cl (stereo not drawn)
    7, -6, 0.0, 0.3
#46 CC1CCN(S(=O)(=O)c2ccc3c(c2)oc(=O)n3CC(=O)NC(C)(C)C)CC1
    5, -1, 0.0, -0.2
#47 CCCN(CCC)S(=O)(=O)c1ccc(C(=O)Nc2nc3ccc(Cl)cc3s2)cc1
    4, 8, 0.2, -1.4
#48 CCOc1ccc(S(=O)(=O)N2CCCN(S(=O)(=O)c3ccc(OCC)c4ccccc34)CC2)c2ccccc12
    0, -1, 0.5, -1.2
#49 Cc1ccccc1N1C(=O)c2ccc(-c3nc4ccccc4o3)cc2C1=O
    -8, -1, -0.1, -0.3
#50 O=C(O)[C@H]1CN(C(=O)Cc2ccc(O)cc2)C[C@@H]1c1ccc(F)cc1
    5, -1, -0.1, 0.3
#51 CCOc1ccc(CC(=O)N2CCC3(CC2)NC(=O)c2ccccc2N3)cc1
    -8, -2, -0.1, 0.8
#52 COC(=O)c1ccc(NC(=S)NC(=O)c2cc(OC)cc(OC)c2)cc1
    6, -7, -0.2, 0.3
#53 CCOC(=O)C1(C)C(=O)OC(c2ccc(Cl)cc2)C(C)(C)C1=O (stereo not drawn)
    8, -1, 0.4, 1.8
#54 COCCCNC(=O)c1sc2ncn(CC(=O)N3CCCC(C)C3)c(=O)c2c1C (stereo not drawn)
    2, -1, 0.0, 1.8
#55 CCc1nc2ccc(Nc3nccc(-c4cncc(N5CCOCC5)c4)n3)cc2o1
    34*, 17, 0.6, 1.3
#56 CC(C)[C@@H]1NC(=O)[C@H]2CN(C(=O)c3ccc(-c4ccccc4)cc3)CCN2C1=O
    8, -9, 0.0, 0.5
#57 O=C1C2=CC[C@H]3C(=O)N(Cc4ccc5c(c4)OCO5)C(=O)[C@H]3[C@H]2[C@H](O)[C@@H]2O[C@H]12
    /, 13, 0.4, -1.1
#58 O=C(NCCc1ccco1)c1ncoc1-c1ccc(Cl)cc1
    -8, 4, 0.1, -0.2
#59 COC(CN(C)C(=O)c1cnc2ccccn12)OC
    -3, 15, 0.1, 0.9
#60 CCOC(=O)c1ccccc1NC(=O)c1ccccc1Cl
    0, 7, 0.1, 1.2

Next structures follow:
Under each structure: TEAD-YAP inh, MITF inh, FBW7 act, GPR151 ag
#61 O=[N+]([O-])c1cc(C(F)(F)F)ccc1NCCNS(=O)(=O)c1ccccc1[N+](=O)[O-]
    3, 9, -0.1, 3.7
#62 Cc1cc(C)nc(SCC(=O)Nc2c(C)n(C)n(-c3ccccc3)c2=O)n1
    4, 0, 0.0, 1.8
#63 O=c1c2ccccc2[nH]c(=S)n1CCCn1ccnc1
    6, 6, 0.0, -2.0
#64 CCN(C(=O)CCc1nc(-c2ccc(C)cc2)no1)c1ccc(F)cc1
    14, 3, -0.1, 1.1
#65 CC(C)c1ccc(S(=O)(=O)c2nnn3c2nc(N2CCOCC2)c2ccccc23)cc1
    8, 11, 0.2, -0.7
#66 Oc1c(/C=C2\C=Nc3ccccc32)sc(=Nc2ccccc2)n1C1CCCCC1
    6, -1, 0.0, 1.5
#67 CCC[C@@H]1NC(=O)[C@H]2CN(Cc3cccc(F)c3)CCN2C1=O
    6, 4, -0.2, 0.3
#68 O=C(Cc1ccccc1Cl)NCC1CCC2(CCN(C(=O)c3ccncc3)CC2)O1 (stereo not drawn)
    13, 0, 0.0, 1.0
#69 Cc1cc2cc(C#N)c(SCC(=O)NCc3ccco3)nc2cc1C
    -49, 22, 0.0, 1.4
#70 CCC(CC)N1CCN(Cc2ccco2)CC1
    -5, 53*, 0.0, -1.0
#71 CN=C1SC(CC(=O)Nc2ccc(C(=O)O)cc2)C(=O)N1C (stereo not drawn)
    6, 6, -0.1, -0.2
#72 CCOc1ncnc2c1[nH]c1ccccc12
    -16, -2, -0.2, 0.2
#73 CCN1CCN(Cc2c(C(=O)N3CCCN(C)CC3)nc3sccn23)[C@@H](C)C1=O
    7, -5, -0.1, 0.3
#74 COCCNc1nc(SCC(=O)NCc2ccco2)nc2ccccc12
    -1, 10, 0.0, -0.3
#75 COc1ccc(NC(=O)Cc2nn(C)c(=O)c3ccccc23)cc1
    21, 6, -0.1, 1.9
#76 COc1cc([N+](=O)[O-])ccc1NC(=O)c1ccc(S(=O)(=O)N2CCCC2)cc1
    6, 5, -0.1, 0.0
#77 Cc1cc(-c2cccs2)c2c(N)c(C(=O)c3ccccc3)sc2n1
    -3, -19, 0.5, 0.6
#78 Cc1ccc2c(CNCC3CCCO3)c(C(=O)O)n(C)c2c1 (stereo not drawn)
    5, 10, 0.2, -1.1
#79 Cc1c(N=Cc2cn(-c3ccccc3)nc2-c2cccnc2)c(=O)n(-c2ccccc2)n1C
    -1, 2, 0.2, 2.0
#80 COC(=O)c1sc(-c2ccccc2)cc1NC(=O)c1ccc(S(=O)(=O)N2CCCc3ccccc32)cc1
    3, -3, 0.1, 1.3

Later entries:
Under each structure: TEAD-YAP inh, MITF inh, FBW7 act, GPR151 ag
#81 O=C(OCC1CCCCC1)c1cc([N+](=O)[O-])cc([N+](=O)[O-])c1
    0, 4, -0.1, -0.4
#82 COc1cc(/C=N/NC(=O)COc2ccccc2[N+](=O)[O-])ccc1OC(=O)c1ccco1
    1, -7, 0.0, 0.9
#83 Cn1/c(=N/N=C/c2ccncc2)sc2ccccc21
    -58, 15, 0.0, 0.5
#84 Cc1cncc2cccc(NC3CCNCC3)c12
    26, 4, -0.3, 0.3
#85 Cn1nccc1C(=O)n1cc(Br)cn1
    -4, -2, 0.0, 1.2
#86 Cn1c(=O)c2c(SCC#N)nc(-c3cccc([N+](=O)[O-])c3)nc2n(C)c1=O
    -7, -7, 0.6, -0.7
#87 CCOc1ccccc1NC(=O)CNC(=O)c1c[nH]c2ccccc12
    2, 13, 0.0, -0.3
#88 CCC(=O)N1CCc2cc(S(=O)(=O)CCC(=O)NC3CCCCCC3)ccc21
    -7, 5, 0.1, 5.0*
#89 COc1cc(C(=O)NC(CC(=O)O)C(=O)O)cc(OC)c1OC (stereo not drawn)
    -8, 6, -0.1, 0.2
#90 C=CCn1c(SCC(=O)c2ccc3c(c2)OCO3)nc2sc(C)c(C)c2c1=O
    -1, -6, 0.0, -1.2
#91 CNC(=O)/C(C#N)=C/c1c(Oc2ccc(Br)cc2)nc2ccccn2c1=O
    1, 12, -0.1, -8.2
#92 Cc1ccc(C)c(NC(=O)C2CCN(c3nccc(C)n3)CC2)c1
    0, 2, -0.1, 0.4

Part of the list above, screen by screen.
83. Cn1/c(=N/N=C/c2ccncc2)sc2ccccc21
84. Cc1cncc2cccc(NC3CCNCC3)c12
85. Cn1nccc1C(=O)n1cc(Br)cn1

Compound | 83 | 84 | 85
TEAD-YAP inh | -58 | 26 | -4
MITF inh | 15 | 4 | -2
FBW7 act | 0.0 | -0.3 | 0.0
GPR151 ag | 0.5 | 0.3 | 1.2
